KCNH2 3.1 inh: blocks the human KCNH2 3.1 channel isoform; actives 0.95% (n = 340,000); activity change, % (tested at about 1.8 µM); U2OS KCNH2 3.1, thallium flux FluxOr; active compounds read low;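 active = maximum activity change below -70%; inconclusive = maximum activity change from -70% to -50%; inactive = maximum activity change above -50%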;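 note: thallium influx rate constant from kinetic fluorescence after stimulation buffer; % is set by controls: 0 for no effect and ±100 for the full control effect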
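Thallium flux read-out: FluxOr dye with Red40 quencher in HBSS/HEPES, 45 min at RT. Rate constants from kinetic reads were normalized to positive and negative DMSO controls. Cells: U2OS virally expressing the 3.1 isoform.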
GALK inhibitor: inhibitors of human galactokinase; P51570; Purified GALK, Kinase-Glo residual ATP luminescence; Potency, µM (top dose mostly 57.5 µM), inactives show top-dose activity change, negative = inhibition, usual class: inhibitors; actives 0.007% (n = 270,000); AID 1868; note: potency is the fitted concentration of half-maximal effect; % is set by controls: 0 for no effect and ±100 for the full control effect
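Compounds were pin-transferred into ATP buffer (35 uM final), then GALK plus galactose (5 nM, 100 uM final) was added. After 1 h at room temperature, Kinase-Glo Plus was added and luminescence read after 10 min.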
PKM2 act: increases activity of human pyruvate kinase M2; P14618; purified PKM2, Kinase-Glo ATP luminescence, activation; response scale: 0% is enzyme alone, no compound; Potency, µM (titrated, usually from 57.5 µM), for inactives: top-dose activation, hits mostly activators; actives 0.34% (n = 260,000); note: potency is the fitted concentration of half-maximal effect; % is set by controls: 0 for no effect and ±100 for the full control effect; nearly all actives have a fitted effect of over 55% in size
Target sequence (P14618 whole entry, looked up): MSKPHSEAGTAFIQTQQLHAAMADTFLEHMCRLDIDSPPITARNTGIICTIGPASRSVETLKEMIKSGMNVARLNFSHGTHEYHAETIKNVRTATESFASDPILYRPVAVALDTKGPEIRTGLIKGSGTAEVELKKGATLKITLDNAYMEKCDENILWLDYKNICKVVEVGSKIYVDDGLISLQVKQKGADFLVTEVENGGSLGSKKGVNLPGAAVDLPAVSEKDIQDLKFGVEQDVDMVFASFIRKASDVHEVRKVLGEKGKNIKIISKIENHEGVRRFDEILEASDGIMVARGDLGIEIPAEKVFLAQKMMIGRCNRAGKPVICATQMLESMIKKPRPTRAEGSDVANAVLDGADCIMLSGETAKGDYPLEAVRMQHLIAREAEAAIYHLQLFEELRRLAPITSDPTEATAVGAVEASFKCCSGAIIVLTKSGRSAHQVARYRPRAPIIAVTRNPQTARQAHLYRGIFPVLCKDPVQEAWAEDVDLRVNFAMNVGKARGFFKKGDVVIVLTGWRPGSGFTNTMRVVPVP
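ATP formation by purified human PK-M2, quantified via coupled luciferase luminescence after 1 h at room temperature with 0.1 mM ADP and 0.5 mM PEP final.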
USP2a block: USP2a (human) protease inhibition. O75604. USP2 core, Ub-CHOP2 coupled fluorogenic reporter, 485/531. Potency, µM (series often up to 38.3 µM), for inactives: at the top dose activity change, negative = inhibition, hits mostly inhibitors. actives 0.01% (n = 330,000). AID 463254;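 note: potency is the fitted concentration of half-maximal effect; plate controls were DMSO wells for no effect and full inhibition by NEM control for full effect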
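Cell-free coupled assay: 10nM USP2 core preincubated 30min RT with compound in Tris-HCl pH 8.0/CaCl2/CHAPS buffer, then 25nM Ub-CHOP2 and 25nM reporter substrate; fluorescence (Ex 485/Em 531) read after 60min RT, normalized to NEM inhibition, concentration-response curves fitted.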
B2AR arrestin: recruits beta-arrestin to the human beta2-adrenergic receptor; P07550; beta-arrestin recruitment to beta2AR, cell-based reporter; Potency, µM (doses to about 46.1 µM), inactives show top-dose activation, usual class: activators; actives 0.02% (n = 330,000);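 note: potency is the fitted concentration of half-maximal effect; 0% = DMSO controls and full agonism = EC100 isoproterenol or metaproterenol; nearly all actives have a fitted effect of over 65% in size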
FBPA coupling cs: coupling enzyme interference in Giardia aldolase counter-screen; coupling enzyme system counterscreen, AmpLite Red fluorescence; activity change, negative = inhibition, % at 58.2 µM, hits read low; actives 0.67% (n = 290,000); AID 2472; in the data active = activity change below about -30%; note: % is set by controls: 0 for no effect and ±100 for the full control effect
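Coupling enzymes only (glyceraldehyde-3-phosphate) + compound, at 57.5 uM final, 10 min RT; add substrate/coupling/AmpLite Red mix, 20 min RT; fluorescence ex 525/em 598 nm. Actives flag coupling-system interference.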
Menin MLL FP TR: menin-MLL binding inhibition, Texas Red mutant peptide | O00255 | Menin + Texas Red MLL mutant peptide, fluorescence polarization | Potency, µM (doses to about 61.6 µM), inactives show at the highest dose FP activity change, negative = inhibition, actives largely listed as inhibitors | actives 0.23% (n = 270,000) | AID 1768; active = well fitted inhibition curve with a large enough effect in the polarisation, with a control signal flat, not every such curve was filed as active; inconclusive = small, poorly fitted or top-dose-only effect, or effect the other way, or a change in a side signal; inactive = no such curve, though single readings can be large or run the other way; the % refers to the polarisation; note: potency is the fitted concentration of half-maximal effect; % of control where 0% means no effect; many of its hits are not listed in these tables
Target sequence (O00255 whole entry, looked up): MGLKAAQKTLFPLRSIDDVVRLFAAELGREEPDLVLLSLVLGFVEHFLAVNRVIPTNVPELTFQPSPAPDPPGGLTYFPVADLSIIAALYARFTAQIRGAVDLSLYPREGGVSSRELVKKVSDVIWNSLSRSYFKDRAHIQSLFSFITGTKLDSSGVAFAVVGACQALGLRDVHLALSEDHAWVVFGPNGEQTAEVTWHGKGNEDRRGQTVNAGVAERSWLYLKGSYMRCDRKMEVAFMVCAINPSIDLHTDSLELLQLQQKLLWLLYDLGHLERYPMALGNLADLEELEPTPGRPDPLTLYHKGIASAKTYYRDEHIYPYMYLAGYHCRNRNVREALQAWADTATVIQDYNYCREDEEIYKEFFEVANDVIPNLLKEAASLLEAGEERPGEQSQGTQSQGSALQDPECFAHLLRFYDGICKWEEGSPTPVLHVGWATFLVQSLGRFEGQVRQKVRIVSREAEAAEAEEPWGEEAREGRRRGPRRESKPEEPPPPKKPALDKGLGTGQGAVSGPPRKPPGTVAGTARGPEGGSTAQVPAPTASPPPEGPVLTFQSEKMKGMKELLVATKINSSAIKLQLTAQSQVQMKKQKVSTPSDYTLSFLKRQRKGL
Giardia killer: Giardia lamblia killing; activity change, % at 7.66 µM, hits read low; Giardia lamblia trophozoite viability; actives 0.15% (n = 340,000); AID 540267; in the data active = activity change below about -80%; inconclusive = between about -30% and that limit;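 note: parasites exposed to compound for two days anaerobically before the ATP read; % is set by controls: 0 for no effect and ±100 for the full control effect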
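Trophozoites 100 cells/well + cpd; 48 hrs, 37 deg C, anaerobic. ATPLite 1-Step added, 15-30 min RT, luminescence read (ATP-based viability).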
KCNH2 WT inh: blocks the wildtype human KCNH2 potassium channel; Q12809; U2OS, BacMam KCNH2, thallium flux FluxOr; active compounds read low; activity change, % at 1.84 µM; actives 0.37% (n = 340,000); AID 720551;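 active = maximum activity change below -70%; inconclusive = maximum activity change between -70% and -50%; inactive = maximum activity change above -50%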; note: % is set by controls: 0 for no effect and ±100 for the full control effect
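U2OS cells transduced with wild-type KCNH2 virus are loaded with FluxOr dye for 45 min, and thallium flux is measured in kinetic reads before and after stimulation buffer. Rate constants are normalized to DMSO controls.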
MLL CXXC-DNA inh: inhibitors of human MLL CXXC domain-DNA interaction; Q03164; MLL-CXXC / FITC-HOXA9 DNA fluorescence polarization; Potency, µM (top dose mostly 115 µM), for inactives: at the top dose activity change, negative = inhibition, usual class: inhibitors; actives 0.037% (n = 290,000); AID 2662; active = well fitted inhibition curve with a large enough effect in the polarisation, with a control signal flat, not every such curve was filed as active; inconclusive = small, poorly fitted or top-dose-only effect, or effect the other way, or a change in a side signal; inactive = no such curve, though single readings can be large or run the other way; the % refers to the polarisation; note: potency is the fitted concentration of half-maximal effect
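Fluorescence polarization: 7 uM MLL-CXXC (stock) preincubated 5 min with compounds, then 50 nM fluorescein-HOX-A9 DNA (stock) added; 30 min ambient. Buffer 50 mM Tris-HCl pH 7.5, 50 mM NaCl, 1 mM DTT, 0.05% BSA.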
TRPV1 ag: human TRPV1 agonism; actives 0.19% (n = 320,000); AID 540275; Q8NER1; activation, % at 8.33 µM; TRPV1-expressing cells, Fluo-8 calcium influx, agonist mode; in the data active = activation above about 80%; inconclusive = between about 30% and that limit; note: 0% is about no effect
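TRPV1-expressing cells were cultured overnight at 35.5C and loaded with Fluo-8 calcium dye for 40 to 90 min at room temperature. After a 10 s baseline, compound was added and calcium influx was read kinetically for 3 min (ex 480/em 520 nm).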
Numbers without * were called inactive; [ ] = remark or other dose. Unless noted, calls come from the whole dose curve; as a rule, active = well fitted curve in the direction sought with a large enough effect; inconclusive = small, poorly fitted or top-dose-only effect, or another doubt; inactive = no such curve, though single readings can be large; an effect the other way counts as inactive or inconclusive.

Screening CC(C)(C)c1ccc(S(=O)(=O)Nc2ccc(C(=O)N3CCCC3)cc2)cc1 returned KCNH2 3.1 inh -6, GALK inhibitor -4%, PKM2 act 3%, USP2a block 1%, B2AR arrestin -0.2%, Giardia killer -5, KCNH2 WT inh -4, MLL CXXC-DNA inh -6% and TRPV1 ag -1.
CCCCn1c(SCC(=O)Nc2ccccc2C(F)(F)F)nc2ccsc2c1=O was read as KCNH2 3.1 inh -6, GALK inhibitor -3%, PKM2 act -4%, USP2a block 0%, B2AR arrestin 0.3%, FBPA coupling cs 9, Menin MLL FP TR -6%, Giardia killer -8, KCNH2 WT inh 5, MLL CXXC-DNA inh 12% and TRPV1 ag 0.
Screening COc1ccc2oc(=O)c(-c3csc(Nc4ccc(O)cc4)n3)cc2c1 returned KCNH2 3.1 inh -6, PKM2 act 10%, USP2a block 0%, B2AR arrestin 1.1%, FBPA coupling cs -5, Menin MLL FP TR inconclusive, Giardia killer 2, KCNH2 WT inh 1, MLL CXXC-DNA inh 14% and TRPV1 ag -10.
For Cc1ccc(S(=O)(=O)N2CCC(=O)N(C(COCc3ccccc3)Cc3ccccc3)CC2)cc1 (stereo unspecified) the results were KCNH2 3.1 inh inconclusive, PKM2 act 5%, USP2a block 3%, B2AR arrestin -0.6%, FBPA coupling cs 0, Menin MLL FP TR -4%, Giardia killer 3, KCNH2 WT inh 0, MLL CXXC-DNA inh 4% and TRPV1 ag inconclusive.
For COC(=O)c1sc(NC(=O)c2cc3c(s2)CCCC3)nc1C the results were KCNH2 3.1 inh 5, GALK inhibitor 0%, PKM2 act 2%, USP2a block 2%, B2AR arrestin 0.2%, FBPA coupling cs 0, Menin MLL FP TR inconclusive, Giardia killer -16, KCNH2 WT inh -15, MLL CXXC-DNA inh 9% and TRPV1 ag -4.
Screening Cc1cc(C(=O)NN=C2CCCCC2)c2ccccc2n1 returned KCNH2 3.1 inh 2, GALK inhibitor 0%, PKM2 act 5%, USP2a block 4%, B2AR arrestin -0.6%, FBPA coupling cs 1, Menin MLL FP TR 12%, Giardia killer -27, KCNH2 WT inh 1, MLL CXXC-DNA inh 8% and TRPV1 ag -2.
`COc1ccccc1C(CNC(=O)CN(C)S(=O)(=O)c1ccc(C)cc1)N1CCCC1` (stereo unspecified) gave KCNH2 3.1 inh 14, USP2a block -1%, B2AR arrestin 3.0%, Giardia killer 5, KCNH2 WT inh -10 and TRPV1 ag 1.
Screening O=C(c1c(F)cccc1F)N1CCCC(c2nc(-c3ccc(F)cc3)no2)C1 (stereo unspecified) returned KCNH2 3.1 inh -8, GALK inhibitor -5%, PKM2 act 1%, USP2a block -1%, B2AR arrestin 0.4%, FBPA coupling cs -1, Menin MLL FP TR -6%, Giardia killer -5, KCNH2 WT inh -10, MLL CXXC-DNA inh 6% and TRPV1 ag 13.
`Cn1cc(/C=N/NC(=O)c2cccc([N+](=O)[O-])c2)c2ccccc21` gave KCNH2 3.1 inh -15, GALK inhibitor 1%, PKM2 act 3%, USP2a block 0%, B2AR arrestin 0.1%, FBPA coupling cs 2, Menin MLL FP TR inconclusive, Giardia killer 4, KCNH2 WT inh -6, MLL CXXC-DNA inh 10% and TRPV1 ag -5.
`Cc1cc(C)c(C)c(S(=O)(=O)NCCN2CCOCC2)c1C` gave KCNH2 3.1 inh 12, GALK inhibitor -3%, PKM2 act 3%[11.5 µM], USP2a block -1%, B2AR arrestin -0.2%, FBPA coupling cs -3, Menin MLL FP TR 4%, Giardia killer 5, KCNH2 WT inh 0, MLL CXXC-DNA inh -2% and TRPV1 ag -1.
For Cc1cc(C)nc(SCC(=O)Nc2ncc(Cc3cccc(Cl)c3Cl)s2)n1 the results were KCNH2 3.1 inh -45, GALK inhibitor -1%, PKM2 act -2%, USP2a block 3%, B2AR arrestin -0.6%, FBPA coupling cs 1, Menin MLL FP TR 24%, Giardia killer 13, KCNH2 WT inh -11, MLL CXXC-DNA inh 15% and TRPV1 ag -3.
CCCCn1c(N)c(N(CC)C(=O)c2cccc(S(=O)(=O)N3CCN(C)CC3)c2)c(=O)[nH]c1=O was read as KCNH2 3.1 inh -1, USP2a block 0%, B2AR arrestin 0.2%, Giardia killer -6, KCNH2 WT inh 1 and TRPV1 ag -1.
CSc1ncccc1C(=O)OCC(=O)C(C)(C)C was read as KCNH2 3.1 inh -7, GALK inhibitor 11%, PKM2 act -1%, USP2a block 0%, B2AR arrestin 0.0%, FBPA coupling cs 0, Menin MLL FP TR -7%, Giardia killer 21, KCNH2 WT inh -10, MLL CXXC-DNA inh -7% and TRPV1 ag 3.
For Cn1ccc(C(=O)OCC(=O)Nc2cccc3ccccc23)n1 the results were KCNH2 3.1 inh 2, GALK inhibitor 3%, PKM2 act 1%, USP2a block 0%, B2AR arrestin -0.3%, FBPA coupling cs 1, Menin MLL FP TR 13%, Giardia killer -20, KCNH2 WT inh 5, MLL CXXC-DNA inh 9% and TRPV1 ag 1.
For Oc1ccc(-c2c(C3=CCCCC3)sc3ccccc23)cc1 the results were KCNH2 3.1 inh 7, PKM2 act 0%, USP2a block 0%, B2AR arrestin -0.5%, FBPA coupling cs 2, Menin MLL FP TR inconclusive, Giardia killer -27, KCNH2 WT inh -6, MLL CXXC-DNA inh -4% and TRPV1 ag -1.
CCOc1cc(/C=C2\SC(=S)N(Nc3ccccc3)C2=O)ccc1O was read as KCNH2 3.1 inh -30, GALK inhibitor -2%, PKM2 act -3%, USP2a block -6%, B2AR arrestin 8.8%, FBPA coupling cs -3, Menin MLL FP TR inconclusive, Giardia killer 14, KCNH2 WT inh -4, MLL CXXC-DNA inh 74%[activator] and TRPV1 ag 9.
For CCn1cnnc1SCC(=O)NCC1COc2ccccc2O1 (stereo unspecified) the results were KCNH2 3.1 inh -15, USP2a block 0%, B2AR arrestin 0.1%, Giardia killer 5, KCNH2 WT inh 1 and TRPV1 ag -2.
Screening Cc1ccc(C(=O)Nc2sc(C(=O)N(C)C)c(C)c2C#N)cc1 returned KCNH2 3.1 inh -6, GALK inhibitor -1%, PKM2 act 6%, USP2a block 1%, B2AR arrestin 0.0%, FBPA coupling cs 4, Menin MLL FP TR 1%, Giardia killer 23, KCNH2 WT inh -8, MLL CXXC-DNA inh -6% and TRPV1 ag -3.
For COc1ccc(NC(=O)CSc2nnc(-c3cccs3)n2N)c(OC)c1 the results were KCNH2 3.1 inh 2, USP2a block 4%, B2AR arrestin -0.2%, Giardia killer -8, KCNH2 WT inh -12 and TRPV1 ag -5.
`O=C(COC(=O)/C=C/c1cccc(Cl)c1)Nc1ccc(N2CCOCC2)cc1` gave KCNH2 3.1 inh 4, USP2a block 0%, B2AR arrestin -0.2%, Giardia killer 23 and KCNH2 WT inh -10.
Screening O=C(Nc1cccnc1)c1ccc(S(=O)(=O)c2ccccc2)cc1 returned KCNH2 3.1 inh 7, GALK inhibitor -2%, PKM2 act 11%, USP2a block 0%, B2AR arrestin 0.1%, FBPA coupling cs 4, Menin MLL FP TR 12%, Giardia killer 17, KCNH2 WT inh -4, MLL CXXC-DNA inh 2% and TRPV1 ag inconclusive.
For O=C1CCC(=O)N1CN(C(=O)c1ccco1)c1ccc(Cl)c(Cl)c1 the results were KCNH2 3.1 inh -2, GALK inhibitor 0%, PKM2 act -7%, USP2a block -1%, B2AR arrestin -0.4%, FBPA coupling cs 5, Menin MLL FP TR -4%, Giardia killer -5, KCNH2 WT inh -9, MLL CXXC-DNA inh 9% and TRPV1 ag -6.
For COc1ccc(-c2cc(C(F)(F)F)nc(SCCC(=O)Nc3cc(C)on3)n2)cc1 the results were KCNH2 3.1 inh -1, GALK inhibitor 2%, PKM2 act -2%, FBPA coupling cs 3, Menin MLL FP TR 33%[activator], Giardia killer -4, KCNH2 WT inh -8, MLL CXXC-DNA inh -3% and TRPV1 ag 6.
Screening N#CCCn1ncn(-c2ccccc2)c1=S returned KCNH2 3.1 inh -9, GALK inhibitor -1%, PKM2 act 0%, USP2a block -1%, B2AR arrestin -0.2%, FBPA coupling cs -2, Menin MLL FP TR -13%, Giardia killer -28, KCNH2 WT inh 18, MLL CXXC-DNA inh 6% and TRPV1 ag -1.
CN(Cc1ccon1)Cc1cn(Cc2ccccc2)nc1-c1ccc2c(c1)OCO2 was read as KCNH2 3.1 inh 4, GALK inhibitor 1%, PKM2 act 0%, USP2a block -5%, B2AR arrestin -1.1%, FBPA coupling cs -4, Menin MLL FP TR 1%, Giardia killer -27, KCNH2 WT inh -9, MLL CXXC-DNA inh -3% and TRPV1 ag 18.
Screening CCOC(=O)CCSc1nc2c(c(C(F)(F)F)c1C#N)CCC2 returned KCNH2 3.1 inh 8, GALK inhibitor 0%, PKM2 act 15%, USP2a block -1%, B2AR arrestin -0.1%, FBPA coupling cs 4, Menin MLL FP TR -15%, Giardia killer 13, KCNH2 WT inh 11, MLL CXXC-DNA inh -6% and TRPV1 ag 18.

Source: PubChem

A portion of the library; count on the stated rates, not on these rows.
